# AID2073 = inhibitors of Mint1-CaV2.2 protein interaction, biochemical, HTRF (AID 2073); Voltage-dependent N-type calcium channel subunit alpha-1B (Homo sapiens); HTRF protein-protein interaction, Mint1-CaV2.2; higher % means a stronger effect; inhibition, % at 20 µM; hits with a dose series show IC50 in µM; hit rate 0.19% among 290,000; in the data active = inhibition mostly above about 51%, no sharp cut-off; inconclusive = no clear call, values can overlap the other calls; inactive = mostly below about 53%; also: some results filed as inactive read as strong as hits
# Yfh1-off respiration = enhancers of respiration in Yfh1-depleted yeast, dose response, Friedreich's ataxia, plus single-dose screen (AID 1465) | S. cerevisiae Yfh1-off respiration, WST-1 reduction, 72 h; higher fold induction means a stronger effect | one-dose fold induction at 50 µM; EC50 in µM for titrated hits | hit rate 0.074% among 220,000;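 active = fold induction of absorbance versus untreated yeast above a set limit, then at least 30% activation at any dose in follow-up; inconclusive = repeats straddling the limit, or above it without dose testing; inactive = fold induction below the set limit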;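 also: activators that raise dye reduction in frataxin-depleted yeast; strong numbers were not always called active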
# MgcRacGAP inhibition = MgcRacGAP GTPase-activating activity inhibitors, confirmation, biochemical, ADP Hunter fluorescence. AID 624330, 2012. hit rate 0.6% among 340,000. MgcRacGAP-stimulated Rac1 GTP hydrolysis, ADP Hunter fluorescence; higher % means a stronger effect; GST-tagged Rac1 F28L mutant substrate. one-dose inhibition, % at 30 µM; IC50 in µM for titrated hits;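 active = first-screen hits whose inhibition reached a set limit at any dose in the follow-up dose series; inconclusive = inhibition above the set first-screen limit but never retested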;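 also: fluorescence reports GDP produced by GAP-driven GTP hydrolysis; strong numbers were not always called active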
# NS5 inhibitors = Dengue-2 NS5 methyltransferase inhibitors, primary screen, biochemical, confirmation dose response (AID 588689); Genome polyprotein (Dengue virus type 2 (strain 16681-PDK53)); Dengue-2 NS5 methyltransferase capping enzyme assay, biochemical; higher % means a stronger effect; one-dose inhibition, % at 25 µM; IC50 in µM for titrated hits; hit rate 0.3% among 340,000; in the data active = a potency from the dose series; inconclusive = inhibition above about 29% without an active follow-up result
# GPR55 LPI antagonism = GPR55 antagonists blocking LPI-driven arrestin recruitment, primary screen, imaging, U2OS, beta-arrestin-GFP, LPI agonist (AID 2013); inhibition, % at 10 µM; hits with a dose series show IC50 in µM; hit rate 0.13% among 290,000; U2OS GPR55 beta-arrestin-GFP translocation imaging, LPI antagonism; higher % means a stronger effect; G-protein coupled receptor 55 (Homo sapiens);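 active = spots per cell inhibited over 60%, with over 100 cells counted and total cytoplasm intensity under 500,000; inconclusive = wells with under 100 cells, flagged as likely toxic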;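 also: U2OS cells stably carrying GPR55 and arrestin-GFP stimulated by 5 µM LPI near EC80; imaged beta-arrestin-GFP aggregate spots per cell after agonist stimulation; plate controls were LPI-stimulated DMSO wells for no effect and DMSO wells without LPI for full effect; some results filed as inactive read as strong as hits; confirmed hits need IC50 under 10 µM and bright autofluorescent wells are also inconclusive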
# GPR55 beta-arrestin = GPR55 agonists via beta-arrestin recruitment, primary screen, imaging, U2OS cells, beta-arrestin-GFP redistribution (AID 1961); activation, % at 10 µM, or EC50 in µM where a hit was titrated; U2OS GPR55 beta-arrestin-GFP redistribution imaging; higher % means a stronger effect; G-protein coupled receptor 55 (Homo sapiens); hit rate 0.048% among 290,000;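 active = activation above 40% with more than 50 cells counted in the well; inconclusive = wells holding fewer than 50 cells, flagged as toxic or sparse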;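 also: U2OS osteosarcoma cells stably expressing GPR55 and beta-arrestin-GFP; plate controls were DMSO negative control for no effect and LPI positive control for full effect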
# GPR35 arrestin U2OS = GPR35 antagonists blocking zaprinast-driven arrestin recruitment, primary screen, imaging, U2OS, beta-arrestin-GFP, zaprinast agonist (AID 2058); G-protein coupled receptor 35 (Homo sapiens); U2OS GPR35 beta-arrestin-GFP translocation imaging, zaprinast antagonism; higher % means a stronger effect; inhibition, % at 10 µM; hits with a dose series show IC50 in µM; hit rate 0.052% among 290,000;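 active = inhibition of at least 50% with at least 30 cells and total cytoplasm GFP at most 10,000,000; inconclusive = under 30 cells or total GFP of 10,000,000 plus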
# Large T inhibition = SV40 large T antigen inhibitors, biochemical (AID 1903); SV40 large T antigen ATPase/helicase inhibition assay; higher % means a stronger effect; inhibition, % at 20 µM, or IC50 in µM where a hit was titrated; hit rate 0.39% among 310,000; in the data active = a potency from the dose series; inconclusive = inhibition mostly from about 32% at the one dose, without a potency; inactive = the rest, 99 in 100 with inhibition below about 32%; also: strong numbers were not always called active
# NTR1 ag = agonists of NTR1, primary screen, imaging, U2OS cells, beta-arrestin-GFP, high content (AID 493036); Neurotensin receptor type 1 (Homo sapiens), P30989; NTR1-U2OS beta-arrestin-GFP spot imaging, agonist mode; hit rate 0.17% among 330,000; activation, % at 20 µM;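 active = activation at or above 40% of the spot to cytoplasm intensity ratio, with at least 20 cells analyzed; inconclusive = wells under 20 cells, flagged as cytotoxic or low count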;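 also: 0% = DMSO without peptide and 100% = 100 nM NTR1 peptide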
# Target sequence (P30989 whole entry, looked up): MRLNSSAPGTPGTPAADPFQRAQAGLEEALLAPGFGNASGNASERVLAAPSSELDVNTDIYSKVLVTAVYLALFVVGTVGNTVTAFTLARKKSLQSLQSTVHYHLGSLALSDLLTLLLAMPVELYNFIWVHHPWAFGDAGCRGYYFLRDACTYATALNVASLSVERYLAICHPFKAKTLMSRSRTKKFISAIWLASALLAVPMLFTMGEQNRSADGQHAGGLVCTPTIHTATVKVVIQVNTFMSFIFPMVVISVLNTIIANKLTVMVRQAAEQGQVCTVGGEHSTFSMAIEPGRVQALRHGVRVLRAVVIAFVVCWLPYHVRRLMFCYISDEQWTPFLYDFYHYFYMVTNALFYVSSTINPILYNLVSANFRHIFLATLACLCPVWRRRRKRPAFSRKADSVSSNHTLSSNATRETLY
# NTR1 ag cell count 20 µM = also measured in NTR1 ag; calls as there; cell count; measured here: cell count, cytotoxicity flag
# NS5 inhibitors pilot replicate = also measured in NS5 inhibitors; calls as there; inhibition, %; measured here: pilot screen replicate inhibition
# An asterisk follows results filed as active; i = inactive; ? = inconclusive; / = no result given.
SMILES,AID2073,Yfh1-off respiration,MgcRacGAP inhibition,NS5 inhibitors,GPR55 LPI antagonism,GPR55 beta-arrestin,GPR35 arrestin U2OS,Large T inhibition,NTR1 ag,NTR1 ag cell count 20 µM,others
CC(=O)NN=C1CCC(c2ccccc2)CC1 (stereo not drawn),3.5%,i,-0.2%,-2.9%,-30.5%,-0.2%,4.0%,14.7%,1.1,33,
O=C(NCc1ccc2c(c1)OCO2)C1CC(c2ccc(Cl)c(Cl)c2)=NO1 (stereo not drawn),-5.5%,i,4.5%,-0.8%,6.4%,0.2%,0.4%,7.8%,-1.3,84,
CC1CN(S(=O)(=O)c2ccc(NC(=O)CCCN3C(=O)c4ccccc4C3=O)cc2)CC(C)O1 (stereo not drawn),13.0%,i,5.5%,-0.8%,0.6%,-0.1%,2.3%,8.4%,3.2,69,
COc1ccc(-n2nc3c(N4CCC(C(=O)NCC(C)c5ccccc5)CC4)nnc(C)c3c2C)cc1 (stereo not drawn),4.9%,/,2.0%,-26.7%,9.9%,-0.1%,2.4%,10.1%,6.8,48,
NS(=O)(=O)c1ccc(CCNC(=O)CN2C(=O)c3ccccc3S2(=O)=O)cc1,/,/,12.5%,0.0%,/,/,/,9.3%,0.1,62,
CCC(C)Sc1nc2c(c(=O)[nH]1)C(c1cccs1)C1=C(CCCC1=O)N2 (stereo not drawn),38.6%,i,8.1%,-5.6%,9.0%,-0.4%,-0.6%,6.2%,-1.3,96,
CCOC(=O)N1CCN(CC(O)c2c[nH]c3ccc(OC)cc23)CC1 (stereo not drawn),13.2%,/,10.8%,-2.6%,-9.7%,-0.2%,-16.8%,4.9%,-0.7,49,
COc1ccc(-c2csc(N(CCCN3CCOCC3)C(=O)CCl)n2)cc1,-11.3%,/,16.2%,-1.2%,6.6%,0.3%,-6.1%,32.9%,-0.2,66,
C#CCNc1c(C)c(C)nc2ncnn12,-2.6%,i,0.6%,-2.1%,10.2%,0.2%,-32.3%,5.5%,0.1,52,
CC(=O)COC(=O)c1ccc2noc(-c3ccccc3)c2c1,-1.2%,/,10.6%,1.5%,-0.6%,0.8%,9.0%,15.9%,-0.1,44,
O=c1c(=Nc2ccccc2O)c(=O)c2ccccc12,31.0%,i,21.4%,-1.5%,3.8%,-0.1%,14.3%,14.8%,-0.3,25,
COc1ccc(CCNC(=S)Nc2cc(C)cc(C)c2)cc1,-6.5%,i,4.0%,-4.8%,5.8%,0.3%,15.6%,3.4%,0.1,54,
CCOc1ccc2c(=O)c(Oc3ccccc3)c(C)oc2c1,0.4%,/,4.2%,0.0%,5.1%,-0.1%,2.8%,5.1%,0.1,49,
O=C(Nc1nc(-c2ccccn2)cs1)c1ccc(Br)s1,8.2%,i,-2.8%,-2.5%,5.8%,0.3%,-4.5%,11.9%,7.9,64,
O=[N+]([O-])c1cccc(-c2nc(-c3ccccn3)no2)c1,?,i,5.2%,-7.7%,0.5%,-0.1%,9.8%,9.2%,-0.8,44,
CCCC1=Nc2cc(C(=O)NCCN3CCOCC3)ccc2Sc2ccc(C)cc21,-2.4%,/,10.4%,-6.2%,-6.5%,-0.1%,-8.6%,6.5%,0.2,52,
Oc1csc(Cc2nc(-c3ccccc3F)cs2)n1,19.2%,i,8.6%,-0.8%,9.2%,0.1%,4.6%,11.1%,1.6,45,
COC(=O)c1ccc2c(=O)n(CCO)c(=S)[nH]c2c1,-24.1%,i,2.1%,-5.4%,3.6%,0.5%,-5.3%,3.4%,-0.5,58,
CC(NC(=O)C12CC3CC(C)(CC(C)(C3)C1)C2)c1ccncc1 (stereo not drawn),4.1%,/,8.2%,-7.7%,4.4%,-0.1%,8.1%,1.2%,-0.1,52,
COc1ccc(OC)c(-c2nnc(-c3ccc(C)o3)o2)c1,8.0%,i,6.2%,-1.9%,12.3%,-0.3%,9.8%,20.6%,0.3,62,
Cc1nc2ccc(NC(=O)Cc3ccsc3)cc2s1,-7.1%,i,1.2%,-11.8%,12.2%,-0.2%,0.2%,1.0%,-1.0,52,
CCCCCCn1c(CN2CCCCC2CC)nc2c1c(=O)n(C)c(=O)n2C (stereo not drawn),33.8%,i,4.1%,0.7%,3.6%,-0.1%,1.0%,3.9%,7.8,95,
CC1CCC2(CC1)N=C(N)Nc1nc3ccccc3n12 (stereo not drawn),22.2%,i,4.3%,-5.0%,9.8%,-0.1%,1.1%,0.5%,-1.5,104,NS5 inhibitors pilot replicate=-1.8
CN1CCCN(C(=O)c2ccccc2Cl)CC1,-4.3%,/,-3.9%,-4.6%,-3.4%,0.3%,3.8%,5.0%,2.4,71,
CCOC(=O)CC(NC(=O)Cc1ccccc1)c1ccccc1Cl (stereo not drawn),-13.3%,i,5.0%,1.9%,8.7%,-0.2%,-13.9%,1.0%,0.2,93,
COc1ccc(-n2c(=S)[nH]c3c(oc4ccccc43)c2=O)cc1,12.4%,i,17.3%,-5.1%,6.5%,0.2%,-15.8%,6.2%,1.2,70,
CC(NC(=O)/C=C/c1ccccc1[N+](=O)[O-])C1CC2CCC1C2 (stereo not drawn),0.0%,/,5.3%,-2.2%,12.9%,-0.4%,-12.7%,5.7%,3.5,43,
CNC(=S)N/N=C/C1=CCC2CC1C2(C)C (stereo not drawn),3.3%,i,6.7%,-1.6%,48.7%,-0.3%,-1.0%,18.6%,0.7,79,
Cc1cc(=O)oc2cc(OCC(=O)NCc3cccnc3)ccc12,-3.3%,i,4.6%,1.4%,-13.6%,-0.1%,8.2%,27.1%,-0.2,63,
COCCCNC(=O)Cn1c(=O)n(CC(=O)NCCc2ccc(OC)c(OC)c2)c(=O)c2sccc21,-11.9%,i,-7.1%,1.2%,2.0%,-0.4%,-3.5%,3.1%,2.3,52,
CC(=O)Nc1ccc(NC(=O)CSc2ccc3nnc(-c4ccccn4)n3n2)cc1,7.6%,/,9.6%,-1.6%,25.1%,0.3%,12.9%,7.1%,0.6,66,
O=C1CC(c2cccnc2)c2cc3c(cc2N1)OCCO3 (stereo not drawn),2.3%,i,11.1%,-2.1%,0.3%,0.6%,11.7%,-4.7%,13.3,94,
COc1cc(/C=N/NC(=S)NCCN2CCOCC2)cc(OC)c1O,-19.0%,i,15.1%,3.9%,7.5%,-0.3%,5.2%,30.1%,-0.4,61,
COc1ccc(CNC(=O)c2c(O)c3ccccc3n(C)c2=O)cc1,10.5%,/,8.0%,5.8%,1.2%,0.1%,-3.0%,22.5%,2.8,58,
CC(=O)N/N=C(\N)c1nonc1N,9.7%,i,/,/,-4.4%,-0.1%,-2.4%,9.9%,-0.1,45,
CC(=O)c1ccc(NC(=O)C(C)N(C)CC(=O)Nc2ccc(N3CCOCC3)cc2)cc1 (stereo not drawn),-6.8%,i,1.1%,-10.6%,6.7%,0.2%,-3.5%,5.8%,0.2,66,
O=C(Nc1ccncc1)c1ccc(S(=O)(=O)Nc2ccccc2)cc1,-8.2%,i,7.0%,-6.0%,4.6%,-0.5%,-15.4%,4.5%,1.9,57,
COc1ccc(NC(=O)c2ccc(-n3nc(C)cc3C)cc2)cc1OC,-0.9%,i,13.9%,-3.8%,14.1%,-0.3%,15.9%,6.0%,1.7,48,
Cc1ccc(C2SCC(=O)N2Cc2cn3ccsc3n2)o1 (stereo not drawn),5.2%,i,1.5%,1.6%,4.2%,-0.2%,-18.0%,21.4%,-0.4,58,
Cc1c(C)c2ccc(OCC(=O)NCCCN3CCCC3=O)cc2oc1=O,5.1%,/,2.9%,-6.2%,11.3%,-0.1%,-8.9%,6.8%,1.0,64,
CCN1C(=O)S/C(=C\c2ccc(N3CCOCC3)cc2C)C1=O,8.5%,i,4.7%,-1.6%,40.8%,0.3%,-5.0%,3.0%,0.8,76,
CNc1ccccc1-n1ccc(-c2ccccc2)n1,2.4%,i,11.6%,-4.0%,-5.1%,-0.1%,-3.1%,-1.8%,-0.9,46,
CCN(CC(=O)NC(c1ccccc1)c1ccccc1)Cc1nc2ccccc2c(=O)[nH]1,-12.0%,i,10.8%,2.2%,7.8%,-0.1%,8.3%,4.4%,0.9,32,
CN1C(=O)c2ccc(NC(=O)c3ccc(Cl)cc3Cl)cc2C1=O,33.0%,/,4.5%,-0.8%,4.4%,-0.2%,10.6%,0.5%,2.7,57,
O=C(CSc1nnc(NC(=O)c2cccc(F)c2)s1)NC1CCCC1,2.9%,/,2.0%,-8.0%,-0.4%,-0.1%,-13.4%,4.9%,0.8,62,
CCN(CCC(=O)Nc1cc([N+](=O)[O-])ccc1OC)Cc1ccccc1,-1.1%,i,1.2%,-2.2%,-6.9%,-0.1%,0.1%,1.1%,0.4,59,
NS(=O)(=O)c1ccc(NC(=O)COC(=O)COc2ccc3ccccc3c2)cc1,1.8%,i,8.9%,-1.5%,-1.8%,0.3%,-4.2%,4.3%,1.1,73,
O=C(CSC(=S)N1CCOCC1)Nc1ncc2c(n1)CC(c1ccco1)CC2=O (stereo not drawn),-3.1%,/,11.7%,-7.7%,2.9%,-0.3%,6.4%,12.8%,0.4,61,
O=c1oc2ccccc2c(NCCc2ccccc2)c1[N+](=O)[O-],-1.0%,i,4.3%,-2.6%,7.7%,-0.3%,4.0%,-4.3%,0.2,48,
COc1ccc(NC(=O)CSc2nc(NS(=O)(=O)c3ccccc3)cc(=O)[nH]2)cc1,-6.3%,i,?,-0.7%,-3.5%,-0.1%,15.6%,?,-1.8,82,
CCc1nc2nc(C)c(NS(=O)(=O)c3cccs3)c(=O)n2[nH]1,7.8%,/,6.0%,-5.8%,0.3%,-0.1%,0.5%,-19.1%,-0.1,35,

# From PubChem
